Source: PubChem
BAP1 inh = inhibitors of BAP1 deubiquitinase, primary screen, biochemical, Ub-AMC fluorescence, kinetic. Ubiquitin carboxyl-terminal hydrolase BAP1 (Homo sapiens), Q92560. hit rate 0.48% among 72,000. recombinant BAP1, Ub-AMC hydrolysis fluorescence kinetic; stronger effect = lower value. activity remaining (% of control), % at 20 µM;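 active means activity remaining at or below 50% of control, provided the compound also passes the data quality filters; inactive means the rest, including low values that fail the filters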;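 further: 100% = DMSO wells rate and 0% = substrate alone blank rate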
Target sequence (Q92560 whole entry, looked up): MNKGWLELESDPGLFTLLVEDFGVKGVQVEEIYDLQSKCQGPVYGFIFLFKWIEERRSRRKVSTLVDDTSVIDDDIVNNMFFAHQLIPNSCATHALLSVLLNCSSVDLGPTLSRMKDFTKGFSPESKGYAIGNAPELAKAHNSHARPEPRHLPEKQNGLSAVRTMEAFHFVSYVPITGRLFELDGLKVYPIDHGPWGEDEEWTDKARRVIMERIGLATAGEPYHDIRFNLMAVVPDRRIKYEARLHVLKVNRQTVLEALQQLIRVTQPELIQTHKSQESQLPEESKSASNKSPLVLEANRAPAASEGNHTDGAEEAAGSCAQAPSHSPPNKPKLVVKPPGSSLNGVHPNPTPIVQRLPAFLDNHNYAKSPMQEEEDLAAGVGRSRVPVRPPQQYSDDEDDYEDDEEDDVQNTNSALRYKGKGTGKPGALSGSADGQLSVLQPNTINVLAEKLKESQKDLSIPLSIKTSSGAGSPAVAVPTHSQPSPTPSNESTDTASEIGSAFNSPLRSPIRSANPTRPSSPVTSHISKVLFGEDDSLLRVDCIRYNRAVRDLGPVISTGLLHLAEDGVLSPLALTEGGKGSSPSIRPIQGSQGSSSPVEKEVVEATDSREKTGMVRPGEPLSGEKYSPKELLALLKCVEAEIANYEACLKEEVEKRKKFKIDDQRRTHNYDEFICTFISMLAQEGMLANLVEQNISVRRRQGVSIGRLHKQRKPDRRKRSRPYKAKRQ
HePTP inh = inhibitors of human HePTP phosphatase, primary screen, biochemical, absorbance, leukemia target; AID 521, 2006; recombinant HePTP phosphatase activity, OD absorbance; Tyrosine-protein phosphatase non-receptor type 7 (Homo sapiens), P35236; hit rate 0.64% among 110,000; inhibition, % at 20 µM; in the data active means inhibition above about 50%;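 further: plate controls were vehicle for no effect and reference inhibitor for full effect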
Target sequence (P35236 whole entry, looked up): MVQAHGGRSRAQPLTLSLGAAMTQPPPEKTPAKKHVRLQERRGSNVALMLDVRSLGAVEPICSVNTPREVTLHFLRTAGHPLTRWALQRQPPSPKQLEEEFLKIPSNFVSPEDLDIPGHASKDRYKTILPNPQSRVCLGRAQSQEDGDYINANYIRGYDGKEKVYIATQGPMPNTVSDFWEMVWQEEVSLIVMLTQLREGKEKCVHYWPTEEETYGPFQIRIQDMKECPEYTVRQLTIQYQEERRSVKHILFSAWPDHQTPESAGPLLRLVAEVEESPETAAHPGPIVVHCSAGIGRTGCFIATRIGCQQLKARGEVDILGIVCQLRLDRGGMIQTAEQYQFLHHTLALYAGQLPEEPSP
* = called active by the depositor; & = joins results of further samples.

For COc1cc(C2Nc3ccccc3NC3=C2C(=O)CC(c2ccc4c(c2)OCO4)C3)cc(OC)c1O (stereo not given) the results were BAP1 inh 89.7 and HePTP inh -8.6.
`COC(=O)c1c(NC(=O)/C=C/c2ccccc2)sc2c1C(C(=O)OC)CC2` (stereo not given) gave HePTP inh -5.6.
For CC(=O)N1CCc2cc(S(=O)(=O)NCCC(=O)NCCc3ccccc3)ccc21 the results were BAP1 inh 103.4 and HePTP inh -2.1.
c1ccc(-c2nnc(SC3CCCC3)nc2-c2ccccc2)cc1 was read as HePTP inh 4.0.
Cc1[nH]c2ccccc2c1C(c1ccccn1)c1c(C)[nH]c2ccccc12 was read as BAP1 inh 62.5.
Cc1cccc(NC(=O)COc2ccc3ccccc3c2)n1 was read as HePTP inh -19.2.
COc1ccccc1CC(=O)NCc1ccco1 was read as HePTP inh -3.8.
For CSC1=C(C#N)C(c2ccc(C)cc2)C2=C(CCCC2=O)N1 (stereo not given) the results were BAP1 inh 73.2 and HePTP inh 2.9.
For Cc1cccc(NC(=O)c2cc(NC(=O)C3CCCCC3C(=O)O)ccc2N2CCCCC2)c1 (stereo not given) the results were HePTP inh 0.3.
O=C(N/N=C/c1ccc2ccccc2c1)c1cccc(F)c1 was read as HePTP inh 3.8.
N#C/C(=N/Nc1ccccc1[N+](=O)[O-])C(=N)N1CCOCC1 was read as HePTP inh -18.7.
For CNC(=O)c1ccsc1NC(=O)c1ccc(Cl)s1 the results were BAP1 inh 77.8 and HePTP inh 4.4.
For c1ccc2c(CCNc3ncnc4nc[nH]c34)c[nH]c2c1 the results were BAP1 inh 96.9 and HePTP inh -13.6.
Screening O=C(OCc1cc2ccccc2[nH]c1=O)c1ccncc1 returned BAP1 inh 77.8 and HePTP inh 11.2.
Screening COc1ccc(CC2S/C(=N\N=C\c3cccs3)NC2=O)cc1 (stereo not given) returned HePTP inh 1.0.
For CCOc1ccc(C(=O)Nc2cc(Cl)ccc2C(=O)O)cc1 the results were HePTP inh 7.7.
`COc1ccccc1-n1cnnc1SC1CCOC1=O` (stereo not given) gave BAP1 inh 120.1 and HePTP inh 1.2.
`O=c1cc(NCc2ccco2)[nH]c(=O)n1-c1ccc(Br)cc1` gave BAP1 inh 97.5 and HePTP inh 1.8.
Screening C=CCn1c(=N)n(CC(O)C(C)(C)C)c2ccccc21 (stereo not given) returned BAP1 inh 131.7 and HePTP inh 3.7.
Screening CCN(CC)C(=O)C(NC(=O)c1ccc([N+](=O)[O-])cc1)C12CC3CC(CC(C3)C1)C2 (stereo not given) returned HePTP inh -8.3.
Screening S=C1NC(c2ccccc2)=NCN1c1ccccc1 returned HePTP inh -0.9.
Screening O=C1NC(=S)S/C1=C/c1ccc(OCc2cccc(C(=O)O)c2)cc1 returned HePTP inh 12.2.
Screening N#CC1=C2SCN(Cc3ccccc3)CN2C(=O)CC1c1ccc2c(c1)OCO2 (stereo not given) returned BAP1 inh 91.1.
`COc1cc2ccccc2cc1C(=O)Nc1cccc(-c2nc3cc(C)cc(C)c3o2)c1C` gave HePTP inh 0.3.
For N#Cc1c(NC(=O)c2ccncc2)sc2c1CCC2 the results were BAP1 inh 50.8 and HePTP inh 26.0.
For Cc1oc2ccc(OCC(=O)OCc3ccccc3)cc2c1C(=O)OC(C)C the results were HePTP inh -5.0.
`Cc1nnc(NC(=O)c2cccc(F)c2)s1` gave BAP1 inh 97.7 and HePTP inh -1.1&6.8.
Screening COC(=O)CCN1C(=O)/C(=C\c2ccc([N+](=O)[O-])cc2)SC1=S returned HePTP inh 4.2.
For COc1cc(C)c(CNc2cccc(C)c2)cc1C the results were HePTP inh 4.1.
`COc1ccc(NC2=C(C(C)=O)C(c3ccc4c(c3)OCO4)C(C(C)=O)C(C)(O)C2)cc1` (stereo not given) gave BAP1 inh 82.0 and HePTP inh -3.7.
Screening CC(C)c1ccc(N2C(=O)NC(=O)/C(=C/c3ccc(F)cc3)C2=O)cc1 returned HePTP inh -1.5.
`O=C(C1CCN(S(=O)(=O)c2ccc(F)cc2)CC1)N1CCOCC1` gave BAP1 inh 112.8 and HePTP inh 2.6.
For C/C(NCCCn1ccnc1)=C(\C#N)C(N)=O the results were BAP1 inh 101.9 and HePTP inh -7.0.
`CC(C)COCC1CC2(CC(C)C(=O)CC2=O)C(=O)O1` (stereo not given) gave BAP1 inh 94.1 and HePTP inh 5.2&-1.5.
Screening Cc1cc(C)cc(CC2CC(=O)N(c3nc(C)cc(C)n3)C2=O)c1 (stereo not given) returned BAP1 inh 94.6 and HePTP inh 0.1.
`CC(C)Cc1nc2n[nH]c(N)c2c2c1CCC2` gave BAP1 inh 119.6 and HePTP inh 0.4.
O=C(O)CN(c1ccc2c(c1)OCCO2)S(=O)(=O)c1ccccc1 was read as BAP1 inh 64.5 and HePTP inh 5.6.
For CC(=O)c1c(C)[nH]c(C(=O)NC2=NCCS2)c1C the results were BAP1 inh 118.4 and HePTP inh -2.3.
`COc1ccc(-c2c(C(F)(F)F)oc3c(CN4CCN(C)CC4)c(O)ccc3c2=O)cc1` gave BAP1 inh 94.5 and HePTP inh 0.4.
Screening O=C(/C=C/c1ccc2c(c1)OCCO2)c1c(-c2ccccc2)c2cc(Br)ccc2[nH]c1=O returned HePTP inh -4.2.
Screening O=C(C1CCCN(S(=O)(=O)c2cccc3cccnc23)C1)N1CCN(c2ccc(F)cc2)CC1 (stereo not given) returned BAP1 inh 102.2 and HePTP inh 9.4.
`O=C(c1ccccc1Br)N1CCCCCC1` gave BAP1 inh 78.8.
CN(C)c1ccc(NC(=O)c2ccc(I)cc2)cc1 was read as HePTP inh -4.0.
Screening COc1ccc(CSc2nc3ccccc3n2C)cc1F returned HePTP inh 1.5.
c1ccc(-c2nc3nonc3nc2-c2ccccc2)cc1 was read as BAP1 inh 91.1 and HePTP inh -9.2.
`COc1ccc(Cl)cc1N1CC(C(=O)Nc2nccs2)CC1=O` (stereo not given) gave BAP1 inh 93.9 and HePTP inh -4.6.
Screening c1ccc2c(c1)oc1c(NCCCN3CCOCC3)ncnc12 returned HePTP inh 0.6.
Screening COC(=O)Cn1cnc(=O)c(C#N)c1/C=C/N(C)C returned BAP1 inh 76.9 and HePTP inh 9.8.
For O=C(Nc1ccc(C(=O)N2CCOCC2)cc1)c1cccs1 the results were BAP1 inh 98.1 and HePTP inh 0.7.
For CCOC(=O)C1CCN(C(c2cc3cc(C)cc(C)c3[nH]c2=O)c2nnnn2C2CCCCC2)CC1 (stereo not given) the results were HePTP inh -0.1.
`CCCc1nnc(SCc2ccc(OC)cc2)n1N` gave BAP1 inh 89.6 and HePTP inh 8.3.
For O=c1cc(-c2ccccc2)nc(NO)[nH]1 the results were HePTP inh 8.7.
Screening CCc1ccc(N/C(=N/c2nc(C)cc(C)n2)NC(C)=O)cc1 returned HePTP inh -11.4.
Cc1cc(N(C)C)c(C#N)c(=O)[nH]1 was read as BAP1 inh 109.2 and HePTP inh 7.6.
CC1(C)Cc2c(c(-c3ccccc3)[nH]c(=O)c2C#N)CS1 was read as BAP1 inh 57.2 and HePTP inh -8.9.
For O=C(O)c1c2c(nc3ccccc13)CCCCCC2 the results were HePTP inh 5.3.
Screening CCNc1nc(SCCOc2ccc(C)cc2)nc(N(C)C)n1 returned BAP1 inh 86.9 and HePTP inh 16.7.
For C/C=C(\CS(=O)(=O)c1ccccc1)S(=O)(=O)c1ccccc1 the results were BAP1 inh 79.5 and HePTP inh 5.1.
`Cc1c(NC(=O)C(C)Oc2ncnc3ccccc23)c(=O)n(-c2ccccc2)n1C` (stereo not given) gave BAP1 inh 107.5 and HePTP inh 6.8.
`CC(C)N(Cc1nc(-c2ccccc2)no1)C(=O)CCCN1C(=O)c2ccccc2C1=O` gave HePTP inh 3.9.

7 compounds already listed, sorted by molecular weight, high to low:
For CCOC(=O)C1CCN(C(c2cc3cc(C)cc(C)c3[nH]c2=O)c2nnnn2C2CCCCC2)CC1 (stereo not given) the results were HePTP inh -0.1.
For Cc1oc2ccc(OCC(=O)OCc3ccccc3)cc2c1C(=O)OC(C)C the results were HePTP inh -5.0.
CN(C)c1ccc(NC(=O)c2ccc(I)cc2)cc1 was read as HePTP inh -4.0.
Screening CC(C)c1ccc(N2C(=O)NC(=O)/C(=C/c3ccc(F)cc3)C2=O)cc1 returned HePTP inh -1.5.
Screening COc1ccc(CSc2nc3ccccc3n2C)cc1F returned HePTP inh 1.5.
For CNC(=O)c1ccsc1NC(=O)c1ccc(Cl)s1 the results were BAP1 inh 77.8 and HePTP inh 4.4.
For COc1cc(C)c(CNc2cccc(C)c2)cc1C the results were HePTP inh 4.1.

(further entries)
Screening Cc1ccnc(NS(=O)(=O)c2ccc(NC(=O)/C=C/c3ccc(C(C)C)cc3)cc2)n1 returned HePTP inh -8.0.
For COc1ccc(S(=O)(=O)N(CC(=O)Nc2ccc(Cl)cc2Cl)c2ccc(C)cc2)cc1OC the results were HePTP inh 6.5.
C/C(=N\N1CCN(Cc2cccc3ccccc23)CC1)c1ccncc1 was read as HePTP inh -8.4.
`O=C1NC(=S)S/C1=C/c1ccncc1` gave HePTP inh -2.7.
For CCCCOCC(O)CCc1n[nH]c(=S)n1-c1ccccc1 (stereo not given) the results were HePTP inh -6.1.
For O=C(CN1C(=O)c2ccc([N+](=O)[O-])cc2C1=O)Nc1cc(Cl)ccc1C(=O)O the results were HePTP inh 3.0.
C=CCn1c(COc2ccc(Cl)cc2)nnc1SCC(=O)N1CC(=O)Nc2ccccc21 was read as BAP1 inh 93.9 and HePTP inh 13.4.
For Cc1ccc(-c2nnn(CC(=O)N(c3ccccc3)C(C(=O)NC3CCCC3)c3ccco3)n2)o1 (stereo not given) the results were BAP1 inh 71.4 and HePTP inh 2.1.
`Cc1ccc2nc(SC(C)C(=O)N3CCCC3)[nH]c2c1` (stereo not given) gave BAP1 inh 91.2 and HePTP inh -9.9.
`Cc1csc2ncc(C(=O)NCc3ccccc3Cl)c(=O)n12` gave HePTP inh 0.5.

Entries shown so far with a nitro group on carbon (4):
N#C/C(=N/Nc1ccccc1[N+](=O)[O-])C(=N)N1CCOCC1 was read as HePTP inh -18.7.
Screening CCN(CC)C(=O)C(NC(=O)c1ccc([N+](=O)[O-])cc1)C12CC3CC(CC(C3)C1)C2 (stereo not given) returned HePTP inh -8.3.
Screening COC(=O)CCN1C(=O)/C(=C\c2ccc([N+](=O)[O-])cc2)SC1=S returned HePTP inh 4.2.
For O=C(CN1C(=O)c2ccc([N+](=O)[O-])cc2C1=O)Nc1cc(Cl)ccc1C(=O)O the results were HePTP inh 3.0.

(more compounds)
O=C(Oc1cccnc1)c1ccc([N+](=O)[O-])cc1 was read as BAP1 inh 59.5.
O=C(CN(c1ccc(F)cc1)S(=O)(=O)c1ccccc1)N1CCCC1 was read as HePTP inh -8.4.
Screening Cc1nc2cc(N3C(=O)c4ccccc4C3=O)ccc2s1 returned HePTP inh -10.1.
C#CC(C)(C)NC(=O)/C=C/c1ccccc1Cl was read as HePTP inh -2.9.
`Cc1sc(NC(=O)c2ccc(Cl)cc2)c(C(=O)OC(C)C)c1C` gave HePTP inh -14.3.
For O=C(NCc1ccccn1)c1ccc(I)cc1 the results were HePTP inh -3.8.
Screening O=C(Nc1nnc(COc2ccc(F)cc2)s1)c1ccc([N+](=O)[O-])cc1 returned BAP1 inh 61.1.
COc1ccccc1CNC(=O)Cc1ccccc1[N+](=O)[O-] was read as HePTP inh 7.0.
Screening COCCCNc1nc2c(c(=O)[nH]c(=O)n2C)n1CC(O)COc1ccccc1 (stereo not given) returned BAP1 inh 93.0 and HePTP inh 7.5.
For Cc1cc(NC(=O)CSc2nnc(-c3ccc4c(c3)OCCO4)o2)no1 the results were BAP1 inh 101.4 and HePTP inh -0.5.
`CCN(CC)c1ccc(/C=N\NC(=O)c2cccc3cc[nH]c23)cc1` gave HePTP inh 1.1.
Cc1cc(C)c2c(=O)n(CC(=O)NCCCN3CCN(c4ccccc4F)CC3)sc2n1 was read as BAP1 inh 78.8 and HePTP inh 10.5.
Screening Cc1nnc(SC(=O)N2c3ccccc3Sc3ccccc32)s1 returned BAP1 inh 84.0 and HePTP inh 4.9.
For CCOP(=O)(c1ccccc1)c1nc(-c2ccc(F)cc2)oc1N1CCCCC1 (stereo not given) the results were BAP1 inh 163.1 and HePTP inh 11.3.
CN(C(=O)c1ccno1)c1nnc(-c2ccccn2)s1 was read as BAP1 inh inactive and HePTP inh 4.6.
For CCOc1cccc2cc(C(=O)N3CCc4ccccc43)c(=O)oc12 the results were BAP1 inh 99.6 and HePTP inh 0.9.
Screening COc1ccc(C(=O)N2CCN(C(=O)c3ccccc3OC)CC2)cc1OC returned HePTP inh -17.5.
CC(=O)C1=C(C)Nc2ncnn2C1c1ccc(Cl)cc1 (stereo not given) was read as BAP1 inh 92.6 and HePTP inh 9.4.
`Cc1cc(C)c(COCc2c(C)cc(C)c(C=O)c2C)c(C)c1C=O` gave HePTP inh -4.6.
For CCOC(=O)c1csc(NC(=O)c2ccc(-c3ccccc3)cc2)n1 the results were HePTP inh 6.0.
For CCOC(=O)CNC(=O)Cn1c(C)cc2ccccc2c1=O the results were BAP1 inh 75.2 and HePTP inh 6.4.
Screening COc1ccc(-c2cc(C(F)(F)F)n3nc(C(N)=O)cc3n2)cc1 returned HePTP inh 8.2.
`COc1ccc(C(=O)CSc2nc3nc(C)cc(C)n3n2)cc1OC` gave BAP1 inh 81.5 and HePTP inh 6.6.
For Cc1onc(-c2ccccc2)c1C(=O)Nc1cccc(OC(C)C)c1 the results were BAP1 inh 102.1.
`COc1ccc(NC(=O)N2CCCC2)cc1OC` gave BAP1 inh 83.9 and HePTP inh -7.3.
`Cc1nc(N2CCN(C(=O)c3ccco3)CC2)c2c3c(sc2n1)CCC3` gave HePTP inh 11.8.
Screening O=C(c1cncc(Br)c1)N1CCN(c2ccc(N3CCOCC3)nn2)CC1 returned BAP1 inh 92.6 and HePTP inh -10.4.
COCCCN1C(=O)C(=O)/C(=C(/O)c2ccc(OCC(C)C)cc2)C1c1cccnc1 (stereo not given) was read as BAP1 inh 89.4 and HePTP inh 11.6.
